# AMPAR-TARP mod = modulators of GluA2-stargazin AMPA receptor complexes, primary screen, cell-based, membrane potential dye | HEK293 GluA2+stargazin, membrane potential dye (FDSS), glutamate EC50; hits were called plate by plate, in both directions | calls only at 30 µM | hit rate 3.5% among 40,000 | AID 1259245, 2017;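 active means any of four per-well response measures lying three or more SD from its plate-wide compound average, in either direction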
# Target sequence (O88602 whole entry, looked up): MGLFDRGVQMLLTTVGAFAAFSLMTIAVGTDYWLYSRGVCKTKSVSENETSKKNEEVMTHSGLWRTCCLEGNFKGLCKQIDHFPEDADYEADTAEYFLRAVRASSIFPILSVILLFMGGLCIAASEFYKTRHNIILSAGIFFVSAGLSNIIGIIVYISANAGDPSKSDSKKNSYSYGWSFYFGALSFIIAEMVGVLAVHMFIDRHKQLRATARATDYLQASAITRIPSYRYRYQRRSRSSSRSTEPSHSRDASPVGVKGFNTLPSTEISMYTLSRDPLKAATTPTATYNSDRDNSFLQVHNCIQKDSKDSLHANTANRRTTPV
# Target sequence (P19491 whole entry, looked up): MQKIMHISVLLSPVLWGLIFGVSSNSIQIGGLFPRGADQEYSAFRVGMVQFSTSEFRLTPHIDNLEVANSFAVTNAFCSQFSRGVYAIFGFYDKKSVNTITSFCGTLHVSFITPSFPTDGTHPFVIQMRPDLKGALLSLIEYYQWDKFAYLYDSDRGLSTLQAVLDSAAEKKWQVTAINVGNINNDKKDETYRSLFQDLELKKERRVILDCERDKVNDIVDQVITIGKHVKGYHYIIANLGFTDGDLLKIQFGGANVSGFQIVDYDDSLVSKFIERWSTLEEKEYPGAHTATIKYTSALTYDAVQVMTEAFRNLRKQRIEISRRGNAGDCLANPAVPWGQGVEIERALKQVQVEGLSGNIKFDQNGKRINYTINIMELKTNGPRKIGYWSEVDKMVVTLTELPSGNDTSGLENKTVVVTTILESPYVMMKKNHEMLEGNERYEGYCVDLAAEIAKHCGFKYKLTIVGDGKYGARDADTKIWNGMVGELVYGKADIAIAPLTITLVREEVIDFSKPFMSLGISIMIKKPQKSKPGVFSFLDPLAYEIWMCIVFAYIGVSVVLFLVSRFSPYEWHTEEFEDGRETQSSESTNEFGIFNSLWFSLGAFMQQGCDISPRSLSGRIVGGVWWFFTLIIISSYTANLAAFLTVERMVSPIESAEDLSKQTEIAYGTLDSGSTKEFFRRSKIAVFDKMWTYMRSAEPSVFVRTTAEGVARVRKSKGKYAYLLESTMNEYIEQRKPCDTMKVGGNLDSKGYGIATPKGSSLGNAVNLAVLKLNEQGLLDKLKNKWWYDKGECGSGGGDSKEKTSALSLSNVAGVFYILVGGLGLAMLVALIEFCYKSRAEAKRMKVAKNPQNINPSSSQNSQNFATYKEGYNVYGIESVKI
# AMPAR-TARP mod agonism max-min = second read-out of AMPAR-TARP mod, no call of its own (marks repeat the call); compound max-min signal; compound-alone response (agonism);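 unitless range of fluorescence divided by baseline over first 100 seconds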
# AMPAR-TARP mod glutamate slope = also measured in AMPAR-TARP mod; calls as there; glutamate slope, % of max; measured here: glutamate response slope, % max;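 scaled per plate between vehicle wells and maximal 1 mM glutamate control wells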
# Active calls of the source: *; i = inactive; + = active, no number. Only part of the results is shown; the hit share may differ from the screen's.
# Values in the order: AMPAR-TARP mod, AMPAR-TARP mod agonism max-min, AMPAR-TARP mod glutamate slope
- Cc1ccc(Sc2ccc(N3CCCC(C(=O)N4CCN(c5ccccn5)CC4)C3)nn2)cc1 (configuration not stated)
 : i, 0.033, 44
- COc1cc(NC(=O)Cc2csc(NC(=O)C3CCC(=O)N3)n2)cc(OC)c1OC (configuration not stated)
 : i, 0.073, 54
- COc1ccc(S(=O)(=O)Nc2ccc3c(c2)CCC(=O)N3Cc2ccccc2)cc1F
 : i, 0.12, -3
- CC(C)(C)C(=O)N1CCN(c2ccc(Nc3cccnc3)nn2)CC1
 : i, 0.35, 44
- O=C(NCC1CCN(c2ncccn2)CC1)c1cc(-c2ccco2)on1
 : i, 0.091, 60
- CCOc1ccc(S(=O)(=O)N(C)C2CCCCC2)cc1
 : i, 0.063, 70
- c1ccc(Cn2c(N3CCNCC3)nc3ccccc32)cc1
 : i, 0.055, 27
- COc1ccc(N2CCN(CC(=O)Nc3nc4c(C)cccc4s3)C2=O)cc1
 : i, 0.16, 50
- COCCn1c(=NC(=O)CS(=O)(=O)Cc2ccccc2)sc2cc(F)cc(F)c21
 : i, 0.054, 55
- O=C(NCC(c1ccco1)N1CCOCC1)c1cnc2ccccc2n1 (configuration not stated)
 : i, 0.15, 57
- CC(=O)Nc1ccc(NC(=O)C(C)N2C(=O)c3ccccc3S2(=O)=O)cc1 (configuration not stated)
 : i, 0.097, 64
- CCOc1ccccc1NC(=O)Nc1cc(N2CCCS2(=O)=O)ccc1C
 : i, 0.087, 64
- O=S(=O)(c1ccccc1Cl)N1CCN(c2ccc(-c3ccco3)nn2)CC1
 : i, 0.052, 34
- Cn1c(=O)n(Cc2ccccc2F)c(=O)c2c(N3CCN(C(=O)c4ccco4)CC3)ccnc21
 : i, 0.067, 52
- O=C(CCN1C(=O)c2ccccc2S1(=O)=O)Nc1cc(Cl)ccc1Cl
 : i, 0.068, 56
- O=C(NCCN1CCOCC1)C(=O)NCC1CCN(Cc2ccco2)CC1
 : i, 0.082, 58
- CCOc1ccc2ccccc2c1C(=O)NCCOc1ccccc1
 : +, 0.094*, 59*
- O=C(c1ccc2[nH]ccc2c1)N1CC(c2nc(-c3ncccn3)no2)C1
 : i, 0.14, 50
- NS(=O)(=O)c1ccc(CCNC(=O)Cc2cc(-c3ccc(Cl)cc3)on2)cc1
 : i, 0.081, 44
- COc1cc(NC(=O)c2ccc(C(C)(C)C)cc2)ccc1N1CCCC1=O
 : i, 0.11, 54
- CSCCC(C)(O)CNC(=O)c1cc(-c2ccccc2)on1 (configuration not stated)
 : i, 0.073, 64
- O=C(Nc1nc(CCC(=O)N2CCN(c3ccccn3)CC2)cs1)c1ccc[nH]c1=O
 : i, 0.12, 45
- CCOc1ccc(S(=O)(=O)NCCOc2ccc(-c3ccc(C)cc3)nn2)cc1
 : i, 0.086, 60
- COc1ccc(S(=O)(=O)Nc2nc(C)c(C(=O)NCc3ccccc3OC)s2)cc1
 : i, 0.072, 49
- COc1cc(C(=O)NCCCN2CCOC(c3ccccc3)C2)cc(OC)c1OC (configuration not stated)
 : i, 0.054, 43
- Cc1ccc(NC(=O)C2CCN(c3ccc(-c4ccccc4)nn3)CC2)cc1F
 : i, 0.13, 91
- CCC(=O)c1ccc(OCC(O)CN2CCN(c3cccc(C(F)(F)F)c3)CC2)cc1 (configuration not stated)
 : i, 0.029, 45
- COCCn1c(=O)c2c(nc3n2CCCN3c2cccc(C)c2)n(C)c1=O
 : i, 0.11, 64
- CSc1ccccc1C(=O)NCC1CCN(C(=O)c2cc3ccccc3o2)CC1
 : i, 0.026, 32
- CCOc1c(C)cc(S(=O)(=O)NCC2CCN(C(=O)Oc3ccccc3)CC2)cc1C
 : i, 0.12, 62
- CC(C)c1nc(-c2ccc(N3CCN(C(=O)c4ccc(Cl)cc4Cl)CC3)nc2)no1
 : i, 0.17, 52
- O=C(NCC1COC2(CCCCC2)O1)c1cc(Cl)ccc1Cl (configuration not stated)
 : i, 0.04, 88
- CS(=O)(=O)N1CCCc2cc(NC(=O)c3ccccc3)ccc21
 : i, 0.035, 43
- COc1ccc(-c2ccc(=O)n(CCCC(=O)Nc3ccccc3-c3ccccc3)n2)cc1
 : i, 0.04, 39
- CCOc1ccc(OCCNC(=O)NC2CCCCC2)cc1
 : i, 0.085, 55
- CC(O)(CNC(=O)C(=O)Nc1ccc(C(F)(F)F)cc1)C1CC1 (configuration not stated)
 : i, 0.12, 64
- Cc1cc(NC(=O)Cc2ccc(Cl)cc2)n(-c2nc3c(cnn3-c3ccc(Cl)cc3)c(=O)[nH]2)n1
 : i, 0.12, 54
- COc1ccc(C2(CNS(C)(=O)=O)CCCC2)cc1
 : i, 0.085, 43
- O=S(=O)(Nc1ccc(N2CCCS2(=O)=O)cc1)c1ccccc1
 : i, 0.045, 48
- O=C(NCCOc1ccc(F)cc1)c1ccc(Cl)c([N+](=O)[O-])c1
 : i, 0.13, 52
- CCCC(=O)N1CCC2(CC1)NC(=O)N(Cc1ccc(Cl)cc1)C2=O
 : i, 0.066, 33
- CCOc1ccc(C(=O)CSc2nccn(-c3ccc(C)cc3)c2=O)cc1
 : i, 0.089, 49
- CC(C)Cn1c(=O)c2nscc2n(CC(=O)N2CCN(c3ccccc3F)CC2)c1=O
 : i, 0.077, 66
- CCOc1ccccc1NC(=O)NCC1(O)CCc2ccccc21 (configuration not stated)
 : i, 0.058, 59
- CN1CCN(C(CNC(=O)C(=O)Nc2ccccc2F)c2cccn2C)CC1 (configuration not stated)
 : i, 0.067, 51
- CCOC(=O)Cc1csc(NC(=O)c2ncccn2)n1
 : i, 0.1, 45
- O=C(Cc1cccs1)N1CCN(c2cc(N3CCCC3)ncn2)CC1
 : +, 0.27*, 52*
- COc1ccc(S(=O)(=O)NCC(C)(O)CCSC)c(C)c1 (configuration not stated)
 : i, 0.11, 62
- CCc1cccc(NC(=O)CSc2nc3c(c(=O)[nH]2)CN(Cc2ccc(F)cc2)CC3)c1
 : i, 0.099, 52
- CCCC(CCC)C(=O)NCCNC(=O)c1ccc(NC(C)=O)cc1
 : i, 0.084, 34
- CC(C)CS(=O)(=O)Nc1ccc2c(c1)N(S(=O)(=O)c1ccccc1)CCC2
 : i, 0.047, 67
- COCC(C)NC(=O)C(=O)Nc1ccc(Cl)cn1 (configuration not stated)
 : i, 0.11, 53
- NC(=O)c1oc2ccccc2c1NC(=O)C(=O)NCc1ccc2c(c1)OCO2
 : i, 0.1, 61
- Cn1cccc1C(O)CNC(=O)C1COc2ccccc2O1 (configuration not stated)
 : i, 0.097, 63
- O=C1CCCC(=O)N1CCS(=O)(=O)N1CCN(Cc2ccccc2)CC1
 : i, 0.1, 65
- O=C(CCSc1ccccc1)Nc1cc(-c2cccs2)nn1CCO
 : +, 0.19*, 58*
- CCNS(=O)(=O)c1cc(OC)c(C)cc1OC
 : i, 0.083, 59
- Cc1ccc(S(=O)(=O)N2CCN(c3ccc(Nc4cccnc4)nn3)CC2)c(C)c1
 : i, 0.23, 56
- Cc1ccccc1Cn1c(-c2ccccc2)cn2c3c(=O)n(C)c(=O)n(C)c3nc12
 : i, 0.13, 61
- CN1CCN(C(CNC(=O)C(=O)Nc2ccc(F)c(Cl)c2)c2cccn2C)CC1 (configuration not stated)
 : i, 0.064, 44

# Other results.
# Values in the order: AMPAR-TARP mod, AMPAR-TARP mod agonism max-min, AMPAR-TARP mod glutamate slope
- O=C(CSc1ccc(F)cc1)NCC(O)c1ccsc1 (configuration not stated)
 : i, 0.11, 66
- COc1cccc(-c2ccc(=O)n(CCCC(=O)NCc3ccccc3Cl)n2)c1
 : i, 0.044, 49
- Cc1cccc(-c2n[nH]n3c2nc(=O)c2ccc(C(=O)NCCc4ccc(Cl)cc4)cc23)c1
 : i, 0.096, 44
- COc1ccc(SCC(=O)Nc2nnc(-c3cccs3)o2)cc1
 : i, 0.11, 68
- CCOC(=O)c1c(C)[nH]c(/C=N/O)c1Cc1cccc(Cl)c1
 : i, 0.076, 64
- O=C(Nc1cccc(F)c1)c1ccc(=O)n(Cc2ccc(C(F)(F)F)cc2)c1
 : i, 0.12, 44
- Cc1sc2ncnc(Sc3ncnc4sc(C)c(C)c34)c2c1C
 : i, 0.078, 37
- O=C(Nc1ccc([N+](=O)[O-])cc1)c1ccc(=O)n(Cc2ccccc2F)c1
 : i, 0.039, 47
- Cc1cc(NC(=O)c2ccccc2)n(C2CCS(=O)(=O)C2)n1 (configuration not stated)
 : i, 0.044, 43
- Cc1nnc2ccc(N3CCN(S(=O)(=O)Cc4ccccc4)CC3)nn12
 : i, 0.072, 36
- CS(=O)(=O)N1CCC(C(=O)NCc2ccsc2)CC1
 : i, 0.09, 47
- COCc1c(C(=O)Nc2ccc(Cl)c(Cl)c2)nnn1-c1ccc(C)cc1
 : i, 0.12, 53
- CCCc1cc(=O)oc2cc(OCC(=O)Nc3c(C)cccc3C)ccc12
 : i, 0.066, -14
- CN(C)S(=O)(=O)c1ccc(C(=O)Nc2ccc(OC(F)(F)F)cc2)o1
 : +, 0.18*, 53*
- CCOCCCNC(=O)c1c(N)n(CCc2ccc(OC)cc2)c2nc3ccccc3nc12
 : i, 0.15, 67
- O=C(CCCS(=O)(=O)c1ccc(F)cc1)Nc1cc(Cl)cc(Cl)c1
 : i, 0.094, 62
- COc1ccc(N2CCN(c3nc4c(c(=O)[nH]c(=O)n4C)n3CCCc3ccccc3)CC2)cc1
 : i, 0.067, 35
- NS(=O)(=O)c1ccc(NC(=S)NC(=O)c2ccc(Br)o2)cc1
 : i, 0.034, 28
- CCOc1ccc(OCC(=O)Nc2cc(C(=O)N3CCCCCC3)cn(C)c2=O)cc1
 : i, 0.088, 54
- CCc1ccc(S(=O)(=O)c2nnn(-c3ccc(Br)cc3)c2N)cc1
 : i, 0.045, 52

# Retrieved by structure from the entries so far, 4 records:
# Values in the order: AMPAR-TARP mod, AMPAR-TARP mod agonism max-min, AMPAR-TARP mod glutamate slope
- O=S(=O)(c1ccccc1Cl)N1CCN(c2ccc(-c3ccco3)nn2)CC1
 : i, 0.052, 34
- CCOc1ccccc1NC(=O)NCC1(O)CCc2ccccc21 (configuration not stated)
 : i, 0.058, 59
- O=C(c1ccc2[nH]ccc2c1)N1CC(c2nc(-c3ncccn3)no2)C1
 : i, 0.14, 50
- COc1cc(C(=O)NCCCN2CCOC(c3ccccc3)C2)cc(OC)c1OC (configuration not stated)
 : i, 0.054, 43

# Next section
# Values in the order: AMPAR-TARP mod, AMPAR-TARP mod agonism max-min, AMPAR-TARP mod glutamate slope
- Cc1[nH]c(=O)[nH]c(=O)c1CC(=O)Nc1cccc(NS(C)(=O)=O)c1
 : i, 0.14, 67
- NCCN1CCOC(c2ccccc2)C1 (configuration not stated)
 : i, 0.054, -16
- OC(COc1ccc(Br)cc1)C[N+]1(Cc2ccccc2)CCCCC1 (configuration not stated)
 : i, 0.11, 66
- CCOC(=O)c1c(NCc2cccc(OC)c2)c2cccc(Cl)c2[nH]c1=O
 : i, 0.066, 59
- COc1ccc(-c2ccc(=O)n(CCNS(=O)(=O)c3ccc4c(c3)CCCC4)n2)cc1
 : i, 0.09, 68
- CS(=O)(=O)N1N=C(c2ccco2)CC1c1ccc(F)cc1 (configuration not stated)
 : i, 0.087, 59
- COc1ccc(-c2nnc3ccc(OCCNC(=O)NCc4ccccc4)nn23)cc1
 : +, 0.23*, 59*
- O=C(NCCCN1CCOC(c2ccccc2)C1)c1cccc2ccccc12 (configuration not stated)
 : i, 0.12, 47
- O=C(Cn1c(=O)oc2ccccc21)NCC1CCN(C(=O)/C=C/c2ccco2)CC1
 : i, 0.066, 47
- COc1ccc2cc(CCNC(=O)c3ccc(S(=O)(=O)N4CCCC4)cc3)c(=O)[nH]c2c1
 : i, 0.072, 43
- CCOc1ccc(C(=O)N2CCC3(CC2)NC(=O)NC3=O)cc1OCC
 : i, 0.042, 33
- CSc1cccc(-n2nnc(C(=O)OCc3ccccc3F)c2C)c1
 : i, 0.1, 72
- O=C(c1ccco1)N(CCN1CCOCC1)c1nc2ccc(Cl)cc2s1
 : +, 0.12*, 32*
- COC(=O)c1ccc(S(=O)(=O)N2CCN(CCn3cccn3)CC2)cc1
 : i, 0.15, 74
- CSc1ccccc1C(=O)N1CCN(c2ncnc3c2nnn3-c2ccccc2)CC1
 : i, 0.045, 48
- CC(=O)N1CCc2c(sc(NC(=O)/C=C/c3ccccc3)c2-c2nc3ccccc3s2)C1
 : i, 0.12, 69
- NC(=O)c1ccc(Nc2nnnc3c2cnn3-c2ccccc2)cc1
 : i, 0.17, 53
- Cc1ccc(-n2ncc3c(=O)n(NC(=O)CSCc4ccccc4)cnc32)cc1
 : i, 0.12, 81
- CCn1cc(C(=O)O)c(=O)c2cccc(F)c21
 : i, 0.082, 64
- S=c1nc2ccccc2c2[nH]c3ccccc3n12
 : i, 0.078, 81
- O=C(NCc1cccs1)NCC1CCN(c2ccccn2)CC1
 : i, 0.11, 56
- CCc1ccc(/C=C/C(=O)Nc2ccc(NC(C)=O)cc2)o1
 : i, 0.061, 58
- CCn1c(=NC(=O)c2cccc(S(=O)(=O)C(C)C)c2)sc2cc(C(=O)OC)ccc21
 : i, 0.11, 55
- O=C(NC1CCCCC1)N1CCC(c2nnc(C3CC3)o2)CC1
 : i, 0.084, 59
- CS(=O)(=O)N1CCC(CNC(=O)COc2ccc(F)cc2)CC1
 : i, 0.056, 53
- Cc1cc(=O)n2[nH]c(C(F)(F)F)nc2n1
 : i, 0.083, 54
- CCN(C1CCCCC1)S(=O)(=O)c1ccc(C(=O)Nc2nccs2)cc1
 : i, 0.11, 67
- COc1ccc(S(=O)(=O)NCC(c2cccn2C)N2CCc3ccccc3C2)cc1C (configuration not stated)
 : i, 0.067, 64
- CS(=O)(=O)N1CCCC(C(=O)Nc2ccc3sccc3c2)C1 (configuration not stated)
 : i, 0.1, 33
- COCCN1CCC(CNS(=O)(=O)c2cc(C)ccc2OC)CC1
 : i, 0.067, 39
- Cc1nnc2ccc(S(=O)(=O)N(CC(=O)OC(C)(C)C)c3ccc4c(c3)OCO4)cn12
 : i, 0.087, 55

# Screens from PubChem BioAssay.
